CHRM1 antagonist: blocks human M1 muscarinic receptor. CHO-K1 hM1, Fluo-8 calcium fluorescence, ACh EC80 antagonist. inhibition, % at 3 µM. hit rate 1.3% among 360,000. P11229. AID 588852;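 active = percent inhibition above its own plate's cutoff, namely the mean of that plate's compound wells plus 3 SD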;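 note: peak over basal fluorescence ratio during 140 s after agonist addition; 0% = ACh EC80 plus DMSO and 100% = DMSO alone without agonist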
Target sequence (P11229 whole entry, looked up): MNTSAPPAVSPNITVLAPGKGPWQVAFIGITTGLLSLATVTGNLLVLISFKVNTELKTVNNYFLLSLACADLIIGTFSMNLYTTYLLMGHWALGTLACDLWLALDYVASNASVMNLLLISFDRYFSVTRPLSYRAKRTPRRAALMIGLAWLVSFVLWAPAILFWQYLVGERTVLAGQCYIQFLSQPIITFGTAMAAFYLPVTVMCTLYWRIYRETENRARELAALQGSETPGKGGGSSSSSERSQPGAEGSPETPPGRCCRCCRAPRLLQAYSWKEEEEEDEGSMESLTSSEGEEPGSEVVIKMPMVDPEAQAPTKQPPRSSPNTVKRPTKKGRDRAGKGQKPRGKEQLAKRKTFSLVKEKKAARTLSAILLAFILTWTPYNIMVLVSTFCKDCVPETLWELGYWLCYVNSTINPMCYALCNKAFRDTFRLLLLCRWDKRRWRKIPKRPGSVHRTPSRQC
TAAR1 antagonist: human TAAR1 antagonism; hit rate 1.5% among 360,000; inhibition, % at 3 µM; Q96RJ0; CHO RD-HGA16 TAAR1, Fluo-8 calcium fluorescence, antagonist;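 active = inhibition above a per-plate cutoff, the mean inhibition of test compounds on that plate plus 3 SD, cut at about 49% in these data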;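 note: 0% = DMSO plus EC80 beta-PEA response and 100% = DMSO alone without agonist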
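Assay system: CHO-derived RD-HGA16 cells stably expressing human TAAR1 plus Gα16. Timing: 140 s kinetic read after compound, 140 s after agonist. Technique: kinetic Fluo-8 calcium fluorescence measurement. Measure: % inhibition of agonist calcium response.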
TAAR1 ag: human TAAR1 agonism. Q96RJ0. CHO RD-HGA16 TAAR1, Fluo-8 calcium fluorescence; vehicle wells 0%, saturating PEA agonist 100%. activation, % at 3 µM. hit rate 0.99% among 360,000;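 active = activation above the mean activation of all test compounds in the run plus 3 SD, cut at about 38% in these data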
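Repeats: no replicates (n 1) | Material: CHO-derived RD-HGA16 cells with stable Gα16 and human TAAR1 | Technique: Kinetic Fluo-8 calcium fluorescence | Schedule: 17-24 h seeding, 75 min 37 °C dye, 30 min RT | Evaluation: % activation from peak over basal fluorescence ratio, DMSO-to-PEA scaled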
V1aR counter: counter-screen for oxytocin receptor agonists: human V1a receptor agonists; CHO-V1R cells, Fluo-8 calcium fluorescence, agonist mode; 0% DMSO, 100% 3 nM vasopressin; activation, % at 3 µM; hit rate 0.25% among 320,000;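 active = activation above the mean activation of all tested compounds plus 3 SD, per screening run, cut at about 20% in these data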;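 note: signal is peak over basal fluorescence ratio across a 100 second FLIPR read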
Target sequence (P37288 whole entry, looked up): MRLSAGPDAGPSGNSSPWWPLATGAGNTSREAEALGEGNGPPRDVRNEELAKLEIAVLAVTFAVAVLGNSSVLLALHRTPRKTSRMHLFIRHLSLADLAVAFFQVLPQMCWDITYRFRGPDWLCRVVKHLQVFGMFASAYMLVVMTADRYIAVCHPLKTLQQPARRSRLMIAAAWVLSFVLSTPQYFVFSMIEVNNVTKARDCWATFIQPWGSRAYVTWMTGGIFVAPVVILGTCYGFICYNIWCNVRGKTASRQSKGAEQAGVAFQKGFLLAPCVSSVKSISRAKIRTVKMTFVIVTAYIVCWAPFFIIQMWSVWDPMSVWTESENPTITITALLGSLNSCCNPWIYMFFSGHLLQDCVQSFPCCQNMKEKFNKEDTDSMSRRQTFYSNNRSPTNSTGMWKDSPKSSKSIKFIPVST
OXTR agonist: human OXTR agonism | activation, % at 3 µM | hit rate 0.32% among 320,000 | AID 2435 | CHO-OTR cells, Fluo-8 calcium fluorescence; normalized: DMSO 0%, oxytocin 100%;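 active = activation above the mean of all tested compounds plus 3 SD, cutoff set per screening run, cut at about 20% in these data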;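 note: peak over basal fluorescence ratio from a 100 s FLIPR kinetic read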
M1 ag: agonists of human M1 muscarinic receptor; P11229; CHO-K1 hM1, Fluo-8 calcium fluorescence, agonist mode; 0% DMSO, 100% acetylcholine EC100; activation, % at 3 µM; hit rate 0.33% among 360,000; AID 588814;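 active = activation above the run's mean compound activation plus 3 SD, cut at about 16% in these data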;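 note: peak over basal fluorescence ratio within a 140 s kinetic read after compound addition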
CHRM1 PAM: positive allosteric modulators of human M1 muscarinic receptor. hit rate 0.088% among 360,000. activation, % at 3 µM. CHO-K1 hM1, Fluo-8 calcium fluorescence, ACh EC20; 0% = ACh EC20, 100% = maximal ACh. P11229. AID 588819; in the data active = activation above about 19%, passing the limit was not always enough
OXTR potentiator: human OXTR potentiation; P30559; CHO-OTR cells, Fluo-8 calcium fluorescence, potentiator mode; 0% = oxytocin EC15, 100% = EC100; activation, % at 3 µM; hit rate 0.061% among 320,000;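 active = activation above that plate's cutoff, the mean activation of tested compounds plus 3 SD, cut at about 6.6% in these data, passing the limit was not always enough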;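 note: 100% uses oxytocin at 75 nM as the full agonist control; some results filed as inactive read as strong as hits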
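Assay system: CHO-OTR cells, human receptor / Also added: oxytocin at about EC15, sub-maximal agonist stimulus / Dosing: single dose, 3.0 µM nominal final compound concentration / Incubation: 6 min pre-incubation, 100 s read / Technique: Fluo-8 calcium dye fluorescence / Read-out: % activation vs EC15 and EC100 oxytocin / Benchmarks: EC15 oxytocin low, 75 nM oxytocin high / Replicates: singlicate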
CHO parental Ca: counter-screen: ATP calcium response change in parental CHO cells; parental CHO-K1, ATP-induced calcium, Fluo-8 fluorescence; inhibition, % at 5.6 µM; hit rate 0.63% among 330,000;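 active = inhibition above that plate's mean sample inhibition plus 3 SD, cut at about 26% in these data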;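 note: 0% = ATP-challenged DMSO wells and 100% = DMSO wells without ATP; some compounds past the cut are filed as inactive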
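Test system: untransfected parental CHO cell line. Compound: one dose, 5.6 µM nominal. Detection: intracellular calcium via Fluo-8 no-wash fluorescent dye. Measure: % inhibition. Benchmarks: ATP-challenged DMSO wells low, unchallenged DMSO wells high.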
* marks the source's active call; other numbers are inactive results; / = no result given. Rows were taken by chance. Share with any hit: about 3.7%.

SMILES	CHRM1 antagonist	TAAR1 antagonist	TAAR1 ag	V1aR counter	OXTR agonist	M1 ag	CHRM1 PAM	OXTR potentiator	CHO parental Ca
COc1ccc(NC(=O)C2CCCN(S(=O)(=O)c3cccc4nonc34)C2)cc1 (stereo not given)	-2	-22	3	0.6	-0.2	-2	3	-9	6
CCOC(=O)C1=C(C)N=C2SC=C(C)N2C1c1ccc(OC)cc1 (stereo not given)	3	-24	0	-0.3	-2.4	-5	1	-5	-11
CCOC(=O)c1cc(NC(=O)c2ccc(Cl)cc2)c(=O)n2c1oc1ccc(Cl)cc12	7	-9	-2	-0.1	0.6	-3	-2	-6	-3
CCOC(=O)c1ccc(NC(=O)CNC(=O)c2ccco2)cc1	0	-5	6	0.3	-0.1	-3	2	-4	3
O=C(NC12CC3CC(CC(C3)C1)C2)c1cc([N+](=O)[O-])ccc1N1CCOCC1	-7	5	3	0.4	1.9	0	10	-12	-5
Cc1cc(C)c(C)c(S(=O)(=O)N2CCC(C(=O)NCC(c3ccccc3)N(C)C)CC2)c1C (stereo not given)	2	5	13	6.4	1.7	-7	-6	-15	-31
CC1(C(=O)Nc2cccc3c2CCCC3)CCN1C(=O)CCc1ccc(Cl)cc1Cl (stereo not given)	-19	-10	2	/	/	-3	10	/	/
Cc1cccc(N=Nc2ccc(O)c3ncccc23)c1	30	76*	30	-0.3	2.4	2	-4	-1	68*
CS(=O)(=O)N1CCN(C(=O)c2ccc(Cl)s2)CC1	-2	5	2	0.0	-0.3	-6	4	-1	-6
Cc1cc2cc(C)c3nnc(SCC(=O)N4CCCc5ccccc54)n3c2cc1C	/	/	/	-0.1	-0.3	/	/	2	-2
O=C(Cc1ccc(Cl)cc1)Nc1ncccn1	-5	-15	7	0.5	-0.1	-2	8	-4	-3
COc1ccc(NS(=O)(=O)c2ccc3oc(SCc4ccc(F)cc4)nc3c2)cc1	4	36	9	3.1	-0.2	-2	3	-10	1
Cc1cc(CNC(=O)COc2ccc(F)cc2)c2ccccc2n1	-2	2	8	7.3	4.7	-2	3	-11	-6
Cc1nc(SCC(O)CO)c([N+](=O)[O-])[nH]1 (stereo not given)	-9	0	3	1.1	0.6	-4	7	-8	10
O=S(=O)(c1ccc2c(c1)OCCO2)N1CCN(Cc2ccc3c(c2)OCO3)CC1	2	6	0	1.4	-0.9	-5	3	-21	-6
O=C(N/N=C/c1cc(Cl)c(O)c(Cl)c1)c1cc2c(ccc3ccccc32)o1	4	47	1	-0.4	-0.1	-1	1	-5	14
O=C(c1ccc(F)cc1)N1CCN(C2CC3CCC2C3)CC1 (stereo not given)	-3	9	14	1.1	0.9	-6	1	-4	-8
COc1ccccc1NC(=O)c1cc(Cl)nnc1Cl	-4	4	4	-0.2	0.0	0	9	-14	-5
O=C(CSc1ccc(F)cc1)Nc1cccc(S(=O)(=O)N2CCOCC2)c1	-8	0	5	4.7	3.4	1	2	-3	-8
CC(C)/C=C/CN1CCCC(N2CCN(c3cccc(Cl)c3)CC2)C1 (stereo not given)	1	-26	4	/	/	-8	-11	/	/

Next part (four carried over from the part before).
SMILES	CHRM1 antagonist	TAAR1 antagonist	TAAR1 ag	V1aR counter	OXTR agonist	M1 ag	CHRM1 PAM	OXTR potentiator	CHO parental Ca
O=C(c1ccc(F)cc1)N1CCN(C2CC3CCC2C3)CC1 (stereo not given)	-3	9	14	1.1	0.9	-6	1	-4	-8
COc1ccccc1NC(=O)c1cc(Cl)nnc1Cl	-4	4	4	-0.2	0.0	0	9	-14	-5
O=C(CSc1ccc(F)cc1)Nc1cccc(S(=O)(=O)N2CCOCC2)c1	-8	0	5	4.7	3.4	1	2	-3	-8
CC(C)/C=C/CN1CCCC(N2CCN(c3cccc(Cl)c3)CC2)C1 (stereo not given)	1	-26	4	/	/	-8	-11	/	/
CC1CCN(C(=O)Cn2nnc(-c3ccccc3)n2)CC1	-6	-16	1	1.2	-1.2	-4	3	-2	1
Cc1ccc(S(=O)(=O)N2CCN(Cc3ccccc3)CC2)c(C)c1N(C)S(=O)(=O)c1ccccc1	-3	-7	1	0.7	-0.4	-6	-6	-4	-15
CCn1cc(C(=O)NCC(OC)OC)c(=O)c2cc(S(=O)(=O)N3CCC(C)CC3)ccc21	-1	-1	0	-0.1	-0.7	-3	2	-1	3
O=C(NCc1cccs1)C1CCCN(c2ncccn2)C1 (stereo not given)	10	0	12	-0.3	0.9	-4	-5	4	1
COCCN(C(=O)COC(=O)CCC(=O)c1cccs1)c1c(N)n(Cc2ccccc2)c(=O)[nH]c1=O	-12	-28	3	0.8	0.2	-3	10	-5	-10
CN1CCN(S(=O)(=O)c2cccc3nsnc23)CC1	-1	-9	17	-0.1	-0.6	-7	2	0	7
Cc1cccc(-n2c(=O)[nH]c3c(C(N)=O)nc(CC(C)C)nc32)c1	7	-8	2	-0.6	-2.1	-2	-1	-12	1
CCOC(=O)c1c2c([nH]c(=S)c1C#N)CCCC2	-3	6	3	-0.7	-1.5	-3	5	-1	-28
Cc1cc(C)n2nc(SC3CCCCN(C(=O)c4ccc(F)cc4)C3=O)nc2n1 (stereo not given)	-7	-11	3	0.4	-1.0	-5	-3	1	-13
C/C(O)=c1/ccc2cccc3nc(C)nc1c23	1	-5	-1	2.4	3.0	-4	1	-4	-14
O=c1[nH]cnc2scc(-c3ccc(Br)cc3)c12	1	1	-1	0.5	-1.2	-3	4	3	-6
CCNc1nc(OC)nc(Oc2ccc(C(=O)OC)cc2)n1	-12	5	1	-0.3	-0.6	-3	10	-6	1
O=C(N=C1SC2CS(=O)(=O)CC2N1Cc1ccccc1)C1CCCO1 (stereo not given)	26	-27	2	-1.0	-0.8	-2	-7	-19	8
O=C(Nc1cccc(NC(=O)c2cccs2)c1)c1ccc(Br)o1	-12	32	7	0.0	-0.4	-3	6	-11	-7
O=c1[nH]c(N2CCc3ccccc32)nc2c1CCCC2	-13	-6	15	0.9	0.8	-1	0	1	-13
COC(=O)c1cc(S(=O)(=O)N2CCCCC2)c[nH]1	-12	4	3	0.4	0.6	0	13	-2	-3
COC(=O)c1sc(S(=O)(=O)N2CC(C)OC(C)C2)c(C(=O)OC)c1C (stereo not given)	-13	0	3	-0.7	-1.9	-6	6	-2	-13
CCOc1ccc(N(C)S(=O)(=O)c2ccc3[nH]cc(C(=O)NCCCOC)c(=O)c3c2)cc1	-4	2	2	3.0	-0.6	1	14	-7	-14
COc1ccc(CCNC(=O)Cn2cnc3scc(-c4ccccc4)c3c2=O)cc1OC	-9	-1	2	-1.2	-1.1	-9	7	-14	-10
CCC(C)(C)NC(=O)C(c1ccc(C)o1)N(Cc1ccc2c(c1)OCO2)C(=O)c1snc(C(N)=O)c1N (stereo not given)	6	10	0	0.1	-0.9	-6	0	-10	-4
Cc1ccc(OCC(=O)Nc2c(C)ccc3nsnc23)cc1	2	-24	-1	2.8	2.1	-2	2	-5	-6
O=C(CN(Cc1ccco1)C(=O)CNS(=O)(=O)c1ccc(F)cc1)NCc1ccc(F)cc1	-22	-21	4	1.3	0.0	-2	-4	-2	-27
COC(=O)c1cc(OC)c(OC)c(OC)c1NC(=O)c1ccc(S(=O)(=O)N(C)C)cc1	5	21	-2	-0.7	-0.6	-6	2	-4	0
CCOC(=O)c1nn(-c2ccccc2)c(=O)cc1SC(C)C	-13	12	0	-0.9	-2.1	-7	6	1	-15
COc1ccc(C(=O)NC2CCN(CC(=O)Nc3c(C)cccc3C)CC2)cc1OC	-16	-7	3	0.1	-0.5	0	20	-13	-3
CCCNC(=O)c1ccc(CNc2c(N3CCC(C(=O)OCC)CC3)c(=O)c2=O)cc1	-15	-5	7	1.4	0.1	0	-3	-8	-10
Cc1ccc(C)c(-n2c(-c3ccc(Br)cc3)csc2=NC(=O)c2ccccc2F)c1	3	-7	1	0.1	-0.2	1	6	-11	-5
O=C(c1cc(Br)c[nH]1)N1CCSCC1	6	-4	-1	-0.3	-1.1	-3	-4	-9	-13
O=C(C1CC1)N1CCc2cc(Br)cc(S(=O)(=O)N3CCN(c4ccccn4)CC3)c21	4	38	5	-1.0	-1.7	0	0	-13	-16
O=C(c1ccccc1F)N(Cc1ccc(F)cc1)C1CCS(=O)(=O)C1 (stereo not given)	-17	-2	9	0.9	-0.3	-3	8	-1	-14
CCN1CCN(C(=O)/C(=C/c2ccco2)NC(=O)c2ccccc2)CC1	-5	-18	4	-0.3	0.1	-12	3	-4	-5
C/C=C/Cn1c(SCCCc2ccccc2)nc2c1c(=O)[nH]c(=O)n2C	13	36	11	-0.9	-3.1	-2	-11	-4	-13
CS(=O)(=O)Nc1ccc(C2=NN(C(=O)c3cccc(F)c3)C(c3cccs3)C2)cc1 (stereo not given)	-13	-17	5	0.2	0.3	-4	8	-4	-11
CC(C)Oc1ccc(S(=O)(=O)N2CCCCC2)cc1NC(=O)CN1C(=O)NC2(CCCC2)C1=O	-17	-11	-1	-0.4	-0.8	-5	12	-10	-32
Cc1ccc(/C(N)=N/OC(=O)c2ccc3ccccc3c2)cc1	7	-18	2	0.8	-0.2	-4	0	-8	-18
CCOC(=O)N1CCN(CC(O)COc2c(C)cccc2C)CC1 (stereo not given)	-13	-16	1	0.8	1.9	-6	4	1	-4
COC(=O)C1=C(C)N=C2SC(C)C(=O)N2C1c1ccc(C(=O)OC)cc1 (stereo not given)	4	-15	2	0.5	-0.2	-3	0	-1	-6
O=C(O)CCN1C(=O)C2C3c4ccccc4C(c4ccccc43)C2C1=O (stereo not given)	-10	-13	1	-0.8	1.0	-2	11	-2	-7
O=C(Nc1ccc(C(=O)O)cc1)/C(=C/c1cccc(Br)c1)NC(=O)c1ccco1	1	8	-2	-0.3	0.6	-7	10	-6	1
CCCCc1nc2n[nH]c(N)c2c2c1CCC2	-31	9	13	-1.6	-0.6	-2	6	-3	-2
CCOC(=O)c1c(NC(=O)COC(=O)Cc2ccccc2[N+](=O)[O-])sc(C(=O)N(C)C)c1C	-4	20	1	0.5	-1.0	-2	5	-5	-11
Cc1onc(-c2ccccc2)c1C(=O)Nc1cc(C(F)(F)F)ccc1N1CCOCC1	-27	0	3	0.0	-2.3	-2	1	-9	-25

Screens (PubChem)
